From PubChem
LMPTP block: LMPTP (human) inhibition. recombinant LMPTP-A, OMFP fluorogenic substrate, fluorescence intensity. P24666. inhibition, % at 20 µM. 360,000 compounds, 0.22% hits;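 active means compounds that cut the enzyme signal by at least half of the control window in the single-dose screen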;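 further: plate controls were DMSO wells with enzyme plus substrate for no effect and substrate without enzyme for full effect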
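Test system – LMPTP-A enzyme · Amount – LMPTP-A at 0.625 nM final in the reaction · Buffer or medium – Bis-Tris pH 6.0, DTT, detergent · Reagent – OMFP 400 µM · Doses – single 20 µM dose · Schedule – reaction 50 min, room temperature, dark · Detection – fluorescence intensity of OMFP turnover product · Evaluation – percent inhibition versus substrate-only and uninhibited controls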
CendR NRP1 mod: alters CendR peptide binding to human NRP-1. FAM-RPARPAR peptide binding to NRP-1, fluorescence polarization. inhibition, % at 25 µM. 360,000 compounds, 0.85% hits. AID 602438;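 active means inhibition or corrected inhibition above about 18%, plus a signal ratio from 0.5 to 1.5, limit read from the data, passing the limit was not always enough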; further: strong numbers were not always called active
Target sequence (O14786 whole entry, looked up): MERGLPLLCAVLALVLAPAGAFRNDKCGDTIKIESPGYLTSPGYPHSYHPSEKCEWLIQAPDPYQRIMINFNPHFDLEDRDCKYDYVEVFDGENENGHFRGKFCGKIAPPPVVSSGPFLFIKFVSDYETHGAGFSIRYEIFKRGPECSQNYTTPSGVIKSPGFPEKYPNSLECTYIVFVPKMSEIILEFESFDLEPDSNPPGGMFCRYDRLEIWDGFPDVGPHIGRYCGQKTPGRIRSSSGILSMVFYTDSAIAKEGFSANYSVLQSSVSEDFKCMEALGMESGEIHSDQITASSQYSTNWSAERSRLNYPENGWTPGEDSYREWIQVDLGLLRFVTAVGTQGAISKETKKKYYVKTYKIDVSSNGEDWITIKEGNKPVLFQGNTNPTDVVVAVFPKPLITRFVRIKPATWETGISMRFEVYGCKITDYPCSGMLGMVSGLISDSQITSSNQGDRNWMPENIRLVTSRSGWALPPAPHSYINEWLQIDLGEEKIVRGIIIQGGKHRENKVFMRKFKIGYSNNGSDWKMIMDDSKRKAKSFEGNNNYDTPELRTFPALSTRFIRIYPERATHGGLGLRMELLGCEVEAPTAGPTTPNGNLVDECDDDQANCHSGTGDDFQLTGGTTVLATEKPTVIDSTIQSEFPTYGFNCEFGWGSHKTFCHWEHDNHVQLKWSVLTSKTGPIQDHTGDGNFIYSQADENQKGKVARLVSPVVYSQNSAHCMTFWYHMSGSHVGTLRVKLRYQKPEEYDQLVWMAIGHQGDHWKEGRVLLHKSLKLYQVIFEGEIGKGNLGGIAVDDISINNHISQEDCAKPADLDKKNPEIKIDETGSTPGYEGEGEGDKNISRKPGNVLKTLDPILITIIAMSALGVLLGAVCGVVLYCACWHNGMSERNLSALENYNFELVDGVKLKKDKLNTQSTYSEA
Scp-1 inhibitor: Scp-1 (human) phosphatase inhibition; Q9GZU7; Recombinant Scp1, phosphopeptide, malachite green phosphate absorbance; inhibition, % at 20 µM; 340,000 compounds, 0.88% hits; AID 493091;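 active means inhibition above about 50% at 20 µM, limit read from the data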;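 further: plate controls were DMSO wells with enzyme for no effect and wells lacking enzyme for full effect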
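Test system: SCP-1 phosphatase catalytic domain, residues 76-261 | Compound dosing: One concentration, 20 µM, with 1.0% DMSO | Schedule: 45 min room-temperature reaction, 5 min colour, 30 min stabiliser | Detection: Absorbance at 630 nm | Read-out basis: % inhibition of SCP-1 phosphate liberation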
SKN-1 block: blocks SKN-1 activity in C. elegans; C. elegans VP596 Pgst-4::GFP/RFP ratio, acrylamide-induced, 24 h; 360,000 compounds, 0.49% hits; inhibition, % at 21.8 µM;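 active means interference check ratio from 0.5 to 1.5 plus GFP to RFP signal ratio inhibition reaching or exceeding a fixed threshold, cut at about 30% in these data, passing the limit was not always enough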; further: some compounds called inactive have numbers as strong as hits
SUMO1 PPI mod: alters human SUMO1 binding to SIM partners. 360,000 compounds, 0.33% hits. P63165. AID 602429. SUMO1 binding to a labelled peptide, TR-FRET, 1 h. inhibition, % at 20 µM; in the data active means inhibition above about 37%
Target sequence (P63165 whole entry, looked up): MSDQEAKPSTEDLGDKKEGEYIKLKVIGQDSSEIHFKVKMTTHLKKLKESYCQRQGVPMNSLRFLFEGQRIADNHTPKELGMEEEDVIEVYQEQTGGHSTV
Neddyl block: cullin neddylation inhibition; P61081+Q13564; TR-FRET cullin neddylation, biochemical; calls only at 25 µM; 360,000 compounds, 0.58% hits; in the data active means inhibition above about 36%
STEP inh: blocks human striatal-enriched tyrosine phosphatase; inhibition, % at 20 µM; 360,000 compounds, 0.25% hits; P54829; recombinant STEP, OMFP fluorogenic substrate, fluorescence;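 active means inhibition at 20 µM, scaled per plate between control wells, above about 37%, limit read from the data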;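 further: 0% = DMSO with enzyme and substrate and 100% = substrate only without enzyme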
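Material: STEP (striatal-enriched tyrosine phosphatase) enzyme, cell-free | Medium: 50 mM Bis-Tris pH 6.0 with 2.5 mM DTT and 0.005% Tween 20 | Read-out: Percent inhibition scaled to no-enzyme and uninhibited-enzyme controls, plate-pattern corrected | Signal: Fluorescence read at 480 nm ex / 540 nm em | Times: 20 min reaction, room temperature, in the dark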
TbMetRS inhib: Trypanosoma brucei MetRS inhibition; purified T. brucei MetRS, ATP depletion, Kinase-Glo luminescence; inhibition, % at 11.9 µM; 360,000 compounds, 0.4% hits;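 active means inhibition above a per-plate cutoff of the control wells' mean inhibition plus 3 SD, cut at about 5.5% in these data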;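 further: 0% = DMSO wells median and 100% = median of wells with control inhibitor compound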
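System: purified T. brucei MetRS enzyme / Detection: Kinase-Glo luciferase luminescence reporting remaining unconsumed ATP / Medium: HEPES buffer with MgCl2, KCl, DTT, spermine, BSA, pyrophosphatase / Replication: singlicate, one well per compound / Evaluation: percent inhibition relative to median high and low control wells / Schedule: 2 h aminoacylation at 25 °C after 15 min preincubation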
NadD block: NadD (S. aureus) enzyme inhibition. purified NadD enzyme, colorimetric absorbance read-out. inhibition, % at 20 µM. 360,000 compounds, 0.78% hits; in the data active means inhibition above about 26%; further: some compounds past the cut are filed as inactive
DNMT1 block: blocks human DNA methyltransferase DNMT1; P26358; DNMT1 molecular beacon, Hinp1I cleavage, fluorescence; inhibition (reported as % activation of signal), % at 10 µM; 360,000 compounds, 0.83% hits; AID 588458; in the data active means inhibition above about 50%
The depositor's hits bear a star; i = inactive; . = not tested or not shown; + = active, no number.

The first 2 entries, ahead of the listing:
compound	Neddyl block	STEP inh	SKN-1 block	TbMetRS inhib	DNMT1 block	LMPTP block	CendR NRP1 mod	NadD block	Scp-1 inhibitor	SUMO1 PPI mod
Cc1cc(C)cc(N(CC(=O)NCc2ccco2)C(=O)CCC(=O)Nc2ccccn2)c1	i	-2	-13	-1.0	4	0.1	6	0	-1	0
Cc1ccc(F)cc1NC(=O)CSc1nnc(CNC(=O)c2ccco2)n1C	i	2	2	-0.3	2	-1.6	-5	-8	-2	-2

This part in full, repeating the preview:
compound	Neddyl block	STEP inh	SKN-1 block	TbMetRS inhib	DNMT1 block	LMPTP block	CendR NRP1 mod	NadD block	Scp-1 inhibitor	SUMO1 PPI mod
Cc1cc(C)cc(N(CC(=O)NCc2ccco2)C(=O)CCC(=O)Nc2ccccn2)c1	i	-2	-13	-1.0	4	0.1	6	0	-1	0
Cc1ccc(F)cc1NC(=O)CSc1nnc(CNC(=O)c2ccco2)n1C	i	2	2	-0.3	2	-1.6	-5	-8	-2	-2
CC1(C)Oc2ccc(C(=O)NC3CCCC3)cc2N(CC(=O)NC2CCCCC2)C1=O	i	-2	-7	0.0	-1	-2.7	-4	-6	-8	1
Cc1sc2nc(-c3ccco3)oc(=O)c2c1C	.	-2	8	-0.2	8	1.3	-20	-2	-10	-4
COc1ccccc1CC(=O)Nc1ccc(-c2nnc(-c3ccco3)o2)cc1	.	2	8	-0.7	-5	0.3	4	-6	-9	2
Cc1cc(O)c(-c2cc(C(=O)Nc3ccc(S(=O)(=O)N4CCOCC4)cc3)[nH]n2)cc1C	i	-3	-7	-0.8	-17	0.7	-9	5	-13	11
CCc1ccc(N(C(=O)c2csnn2)C(C(=O)NC2CCCCC2)c2cccnc2)cc1 (centres undefined)	i	-2	8	-0.7	3	-1.9	-13	3	4	-3
CCSc1nnc(NC(=O)Cc2ccc(OC)c(S(=O)(=O)N3CCOCC3)c2)s1	i	2	2	0.1	-2	0.3	6	-4	-2	1
CCn1c(CC(=O)Nc2ccc(Cl)cc2)nnc1SCC(=O)N1CCOCC1	i	-2	1	0.3	-1	1.3	7	0	-5	4
CCCCn1c(N)c(N(CCOC)C(=O)COc2c(C)cccc2C)c(=O)[nH]c1=O	i	-4	1	-0.6	4	-1.0	2	6	8	-4
COC(=O)c1ccc(Cn2c(C)c(C(=O)NCc3ccco3)sc2=O)o1	i	-2	-3	-0.2	-2	-0.4	-8	-3	.	3
COc1ccc(OCC(=O)N/N=C/C2CC=CCC2)cc1 (centres undefined)	i	-1	-14	-1.0	-1	-1.0	-5	0	2	-1
Cc1ccc(C)c(C(=O)COc2ccc(C)nc2[N+](=O)[O-])c1	i	7	29	-0.9	-3	1.2	3	-2	-2	-5
Cc1nc(/C(=N/O)C(N)=O)cs1	i	0	-1	0.1	1	1.1	-4	-1	-4	-9
N/C(=N\OC(=O)c1cc(-c2ccccc2)nc2ccccc12)c1ccncc1	i	-1	8	-0.5	33	0.4	-16	4	-3	-2
COc1ccccc1CN1CC(C(=O)NCCCc2ccc(F)cc2)CCC1=O (centres undefined)	i	-1	11	-0.1	-1	-0.1	-3	0	6	-3
Cc1cccc2sc(NC(=O)C3=NN(c4ccccc4)C(=O)CC3)nc12	i	0	10	0.0	-4	0.5	0	8	-3	0
COCCn1c(=O)[nH]c2cc(C(=O)OC)ccc2c1=O	+	-1	1	0.5	0	-1.2	6	0	2	2
Cn1c(C(=O)N2COCC2(C)C)cc2c(=O)n3ccccc3nc21	.	3	11	0.4	-3	-1.4	-8	-3	-4	-7
O=C1CCCc2nc(N3CCCCC3)sc21	i	-3	-8	-1.0	7	-0.1	2	10	2	-2
N#C/C(=C/C=C/c1ccccc1)C(=O)Nc1ccccc1	i	1	13	-0.8	-1	0.9	-2	23	2	-12
Cc1ccc(CSc2ccc(C(=O)N3CCOCC3)cc2[N+](=O)[O-])cc1	i	-8	-7	1.0	-7	-0.8	0	-5	-9	-3
C=CCSc1nc(N)c2c3c(sc2n1)CN(C)CC3	i	2	14	-1.0	-8	5.8	-35	2	-13	-20
O=C(NCC(=O)N1CCN(c2ccccc2)CC1)c1ccc(Cl)cc1	i	-2	11	-0.9	1	-1.5	-6	-3	-10	-1
CN(C)c1cccc(CNC(=O)c2ccc3nc([C@H]4C[C@H](O)[C@@H](CO)O4)[nH]c3c2)c1	i	-1	7	-0.2	-4	-1.1	4	-5	.	1
O=C(O)c1ccc(Oc2ccc(C(F)(F)F)cn2)cc1	i	-3	0	-0.1	1	-0.9	-6	-4	-3	-3
COc1ccc(C)cc1S(=O)(=O)N(CC(=O)O)c1ccc(F)cc1	i	2	-10	-0.4	6	-0.4	15	2	-15	-1
CCc1nccn1S(=O)(=O)c1ccc(OC)c(C)c1C	i	-2	19	0.1	0	-0.7	12	3	-3	2
COC(=O)c1ccc(S(=O)(=O)N(C2CCCCC2)C2CCCCC2)n1C	i	0	-7	-0.1	1	1.5	-3	-12	-7	-1
COC(=O)c1nn(-c2ccccc2)c(Cl)c1/C=N/O	i	1	5	0.5	-1	0.8	-1	-2	10	-2
CCOC(=O)C1CCC(C(=O)OCC)N1c1ccc(C=O)cc1 (centres undefined)	i	-1	32	0.2	-23	-0.1	-22	2	.	9
CCCCSc1cc(=O)[nH]c(N)n1	i	0	-4	-1.4	0	3.9	-3	-7	4	-4
O=C(CNC(=S)N(Cc1ccccc1F)C1CCCCC1)NC1CC1	i	-2	4	-1.0	1	-1.0	14	-8	-8	3
COC(=O)c1ccc2nc(Nc3nc4c(F)cc(F)cc4s3)sc2c1	i	2	12	0.0	-1	4.2	-30	22	-5	9
CCOC(=O)c1ccc(NC(=O)CSc2ccc(-c3ccccn3)nn2)cc1	i	-1	-6	-0.5	-1	0.8	-3	7	-2	6
CCOc1ccc(NC(=O)CN(C)C(=O)c2cccc(S(=O)(=O)N3CCCC3)c2)cc1OCC	i	5	-1	-0.1	0	-1.4	19	-1	-5	7
CCOC(=O)CCC(=O)Nc1ncnc2c1C(c1ccccc1)c1c(ccc3ccccc13)O2 (centres undefined)	i	1	0	-0.3	-2	1.9	-20	9	1	-2
Cc1ccnc(NS(=O)(=O)c2ccc(NC(=O)c3cncc(Br)c3)cc2)n1	i	1	5	0.8	8	-2.6	10	-2	1	0
CCC(CC)C(=O)Nc1cccc(C(=O)NCCc2ccccc2)c1	i	2	5	0.2	1	-1.0	17	4	-6	0
Cc1cccc(NC(=O)CSc2ccc(-c3cccs3)nn2)c1C	i	2	5	-0.2	15	1.3	-20	2	-30	-2
CN1CCc2c(sc3nc(SCC(N)=O)n(-c4ccccc4)c(=O)c23)C1	i	-1	12	-0.9	-1	-1.9	-28	7	2	-13
COc1ccccc1NC(=O)Cc1noc(CSc2cc(C)c3ccccc3n2)n1	i	-3	-3	-0.6	-6	1.7	4	1	-12	2
COc1cc(/C=C2/SC(=S)N(Cc3ccccc3)C2=O)cc(OC)c1O	i	-2	-1	-0.3	-10	2.9	-146	-5	-9	-4
COc1cc(CCC(=O)OCC(=O)N(CCC#N)c2ccccc2)cc(OC)c1OC	i	0	11	1.0	0	0.0	12	-5	-1	5
O=C(Nc1ccc(Br)cc1)C1CCCC1	i	-2	10	-1.0	2	-0.2	-1	6	-7	-3
COc1ccc(OC)c(CN2C(=O)CN(S(C)(=O)=O)CC2(C)C(=O)Nc2c(C)cccc2C)c1 (centres undefined)	i	.	-1	-0.5	.	-0.3	-14	.	.	-4
O=C(Nc1ccc(Cl)c(Cl)c1)N1CCCCCC1	i	2	27	-0.2	1	1.6	8	-1	-7	0
Fc1cccc(NC(=S)NC2CCCCCCC2)c1	i	-1	9	-0.6	0	0.3	0	-6	1	2
O=C(Cn1ccc(NC(=O)OCc2ccccc2)nc1=O)NCCCN1CCCC1=O	i	-2	6	-0.8	2	-2.3	9	1	0	5
Cc1ccnc(N=O)c1	i	0	3	0.8	0	0.6	-7	2	-4	-9
Cc1nc2cc(C(=O)OCC(=O)NC3CCS(=O)(=O)C3)ccc2n1-c1ccccc1 (centres undefined)	i	-4	-24	0.1	-2	0.7	0	0	-3	2
CC1(C)C(=Cc2ccccc2)C(=O)c2ccccc21	i	-1	41*	-0.4	8	0.6	-6	-9	.	-4
CSc1ncccc1C(=O)NCC12CC3CC(CC(C3)C1)C2	i	5	1	-0.7	-1	0.8	-5	-3	-9	0
CC1(C)CC(=O)C2=C(C1)N(c1ncn[nH]1)C(N)=C(C#N)C2c1ccccc1 (centres undefined)	i	-3	11	-0.4	0	-1.1	1	-6	-8	-3
O=C(O)C1CSC(c2ccco2)N1 (centres undefined)	i	32	3	1.2	97*	58*	-43	8	67*	23
Cc1cccc(NC(=O)CCN2CCN(C)CC2)c1	i	1	5	0.5	-10	-1.9	-8	6	-12	-5
CC(=O)Nc1ccc(NC(=O)CC2(CC(=O)N3CCOCC3)CCCC2)cc1	i	2	-17	-0.6	0	-0.4	-6	-1	-1	3
COc1cc(C2OC(=O)c3ccccc3S2)cc(OC)c1OC (centres undefined)	i	2	-5	-0.3	2	-1.0	-26	-1	-13	3
O=C(COc1ccc(Cl)cc1)NC1=NN(c2ccccc2)C(=O)C1	i	-1	0	-0.1	-30	1.2	-6	12	-7	6
N#Cc1ncc(-c2ccc3c(c2)OCCOCCOCCOCCOCCO3)nc1C#N	i	-4	5	0.0	5	-3.8	-2	-6	0	-2

Additional structures:
compound	Neddyl block	STEP inh	SKN-1 block	TbMetRS inhib	DNMT1 block	LMPTP block	CendR NRP1 mod	NadD block	Scp-1 inhibitor	SUMO1 PPI mod
COc1ccccc1N(CC(=O)NCCc1ccccc1)C(=O)CCC(=O)Nc1nccs1	i	-1	9	-0.8	-1	-0.4	-10	-4	-1	1
COCCN(C(=O)Cc1cccs1)C(C(=O)NCc1ccc(OC)cc1)c1ccc(C(C)C)cc1 (centres undefined)	i	1	4	-1.0	-4	1.0	4	5	0	-5
O=C1C2=C(c3ccccc31)[N+](=O)[C@@H]1CCCC[C@@H]1N2[O-]	i	0	1	-0.3	-12	0.1	23	-4	-4	-19
COc1ccccc1CN(Cc1ccco1)S(=O)(=O)c1ccc(-n2cnnn2)c(OC)c1	i	-1	15	0.0	-1	2.9	1	1	-9	3
Cc1cccc(OCC(=O)NCC(=O)N=Nc2c(O)[nH]c3ccc([N+](=O)[O-])cc23)c1	i	25	-4	0.3	11	2.0	-6	12	59*	-10

This is a random part of the collection, and some 4.6% of all compounds hit somewhere here.
